RGS4 block – inhibitors of human RGS4; AID 463165; 0.45% of 310,000 active; HEK293 M3R/RGS4 inducible, Fluo-4 calcium flux; active compounds read high; triggered by carbachol at its EC20; B-score at 10 µM;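 active means B-score, a plate-corrected calcium signal, over three deviations above library mean, with baseline fluorescence within five deviations of library mean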;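 further: RGS4 expression induced by doxycycline in cells with stable M3 receptor; B-score is computed from the integrated fluorescence ratio over baseline after carbachol; higher B-score means a larger calcium signal and so more RGS4 inhibition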
Target sequence (P49798 whole entry, looked up): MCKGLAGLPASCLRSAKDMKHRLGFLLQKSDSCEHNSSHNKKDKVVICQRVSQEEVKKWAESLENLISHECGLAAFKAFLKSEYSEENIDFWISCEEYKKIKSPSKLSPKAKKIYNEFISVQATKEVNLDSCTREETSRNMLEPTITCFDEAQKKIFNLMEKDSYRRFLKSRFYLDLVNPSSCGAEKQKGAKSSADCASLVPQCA
TRPC6 inh – blocks the mouse TRPC6 cation channel; HEK293-TRPC6, membrane potential dye, ACh-evoked depolarization; active compounds read low; AID 2553; B-score at 10 µM; 1.1% of 310,000 active; Q61143;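 active means B-score under library mean minus 3 SD, initial fluorescence not abnormally high, positive integrated signal ratio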;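 further: B-score derived from integrated fluorescence ratio over the kinetic read; more negative B-score means stronger inhibition of depolarization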
TMEM16A inh – inhibitors of mouse TMEM16A calcium-activated chloride channel. Q8BHY3. HEK293 TMEM16A/YFP iodide influx fluorescence, ionomycin. normalized B-score (activity score, 25-100; higher = stronger inhibition) at 10 µM. 1.2% of 310,000 active;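 active means ratio plate-corrected score three or more library SD toward inhibition, starting fluorescence score within five deviations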;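 further: score derived from kinetic fluorescence span divided by baseline fluorescence per well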
SKKanGAS inh – blocks kanamycin growth of S. pyogenes SKKanGAS strain; AID 1662; inhibition, % at 7.5 µM; 1.3% of 300,000 active; BacTiter-Glo, 6 h;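 active means mean replicate score, as percent of positive control median, at least 50; inconclusive means mean below 50 but one replicate at or above 50; inactive means mean and every replicate below 50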;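 further: strain carries kanamycin resistance gene driven by streptokinase promoter and grows in 40 µg/ml kanamycin; loss of luminescence reflects streptokinase promoter inhibition or plain growth inhibition; 0% = median of DMSO wells and 100% = positive control at its reference dose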
MrgX1 PAM – human MrgX1 positive allosteric modulation, primary screen; Q96LB2; MrgX1-HEK293, Fluo-4 calcium flux, FDSS; active compounds read high; B-score at 10 µM; 0.63% of 310,000 active; AID 588675;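 active means plate-corrected calcium response at least 3 library SD above typical, normal starting fluorescence, not activating the receptor alone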;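 further: compound read alongside a low EC10 to EC30 dose of BAM8-22 agonist; peak minus trough fluorescence over baseline measured at the second addition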
Target sequence (Q96LB2 whole entry, looked up): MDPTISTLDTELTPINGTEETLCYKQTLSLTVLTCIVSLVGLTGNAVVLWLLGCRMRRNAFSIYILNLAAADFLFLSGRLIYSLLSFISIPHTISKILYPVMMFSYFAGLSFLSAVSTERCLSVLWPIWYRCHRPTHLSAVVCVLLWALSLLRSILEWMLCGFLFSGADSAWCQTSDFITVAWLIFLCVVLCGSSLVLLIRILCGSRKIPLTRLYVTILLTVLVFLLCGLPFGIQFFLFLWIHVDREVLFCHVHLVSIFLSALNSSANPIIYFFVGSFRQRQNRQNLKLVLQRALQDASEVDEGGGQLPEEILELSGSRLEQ
HDAC3 inh – human HDAC3 inhibition; O15379; recombinant HDAC3, fluorogenic peptide/trypsin coupled, fluorescence; inhibition, % at 8.3 µM; 0.15% of 320,000 active; AID 2718; in the data active means inhibition above about 26%, passing the limit was not always enough; inconclusive means no clear call, values can overlap the other calls
Target sequence (O15379 whole entry, looked up): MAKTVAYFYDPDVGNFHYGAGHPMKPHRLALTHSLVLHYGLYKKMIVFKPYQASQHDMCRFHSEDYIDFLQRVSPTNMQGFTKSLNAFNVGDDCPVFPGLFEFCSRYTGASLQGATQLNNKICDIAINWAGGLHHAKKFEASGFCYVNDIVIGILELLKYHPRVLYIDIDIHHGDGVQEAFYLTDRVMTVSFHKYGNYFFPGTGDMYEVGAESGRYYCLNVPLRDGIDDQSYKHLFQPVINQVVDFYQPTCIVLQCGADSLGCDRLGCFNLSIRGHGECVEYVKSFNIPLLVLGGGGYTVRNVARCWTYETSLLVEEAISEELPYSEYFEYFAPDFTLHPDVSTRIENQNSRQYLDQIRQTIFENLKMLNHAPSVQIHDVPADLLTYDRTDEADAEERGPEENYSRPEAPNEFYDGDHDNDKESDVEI
MrgX1 antagonist – blocks BAM8-22 activation of human MrgX1 receptor; MRGX1-HEK293 calcium flux, Fluo-4, BAM8-22 antagonism; active compounds read low; B-score at 10 µM; 1.3% of 310,000 active; AID 588676;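 active means calcium-response B-score plate-corrected more than 3 library SD below zero, starting fluorescence within 5 deviations, no agonist response on first addition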;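 further: peak minus trough fluorescence over baseline after final BAM8-22 challenge near maximal dose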
ANO1 activ – activates or potentiates the mouse TMEM16A chloride channel; HEK293 TMEM16A/YFP-H148Q/I152L, iodide quench fluorescence; active compounds read low; 0.3% of 340,000 active; Q8BHY3; B-score at 10 µM;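 active means fluorescence-ratio B-score plate-corrected deviation score at least 3 library SD below zero, with starting fluorescence score within 5 deviations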;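 further: channel opened by trigger with iodide after compound preincubation; score built on the fluorescence ratio of max minus min over baseline; more negative score means more quench and so TMEM16A activation or potentiation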
MrgX1 ag – agonists of human MrgX1 receptor; Q96LB2; MrgX1-HEK293 cells, Fluo-4 calcium fluorescence, agonist mode; active compounds read high; B-score at 10 µM; 0.44% of 310,000 active;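 active means calcium response B-score plate-corrected fluorescence ratio at least 3 library SD, with starting fluorescence B-score inside 5 SD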
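System: HEK293 cells stably expressing human MrgX1 receptor; Dosing: test compound in the initial addition of three; Schedule: overnight plating, then 30 min 37 °C plus 30 min room-temperature dye loading; Detection: kinetic calcium dye fluorescence, Fluo-4 NW; Controls: per-plate positive and negative controls for Z′ factor.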
RGS4 pot – RGS4 potentiation or activation. HEK293 M3R/inducible RGS4, carbachol calcium flux Fluo4; active compounds read low. B-score at 10 µM. 0.92% of 310,000 active;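 active means B-score of the integrated calcium signal more than 4 SD below the library mean, with starting fluorescence not abnormally high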;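 further: negative B-score means reduced calcium response which marks RGS4 activation or potentiation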
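Reagent: ECmax carbachol challenge; Test system: M3R-expressing HEK293 line, RGS4 induced by doxycycline; Schedule: overnight RGS4 induction, 30 min dye load 37 °C, 20 min compound RT; Detection: calcium dye Fluo4 fluorescence; Read-out: Agonist-evoked peak-minus-minimum fluorescence over baseline, integrated ratio, B score.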
TRPC6 act – activates the mouse TRPC6 cation channel. Q61143. HEK293-TRPC6 membrane potential dye fluorescence; active compounds read high. B-score at 10 µM. 0.13% of 310,000 active;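 active means B-score of the integrated fluorescence ratio above library mean plus 3 SD, and starting fluorescence ratio within library mean plus 5 SD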;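 further: higher score means more depolarization so channel activation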
* marks the source's active call; other numbers are inactive results; i = inactive; ? = inconclusive; . = no result given.

SMILES	RGS4 block	TRPC6 inh	TMEM16A inh	SKKanGAS inh	MrgX1 PAM	HDAC3 inh	MrgX1 antagonist	ANO1 activ	MrgX1 ag	RGS4 pot	TRPC6 act
COC(=O)c1ccc(NC(=S)N2CCN(Cc3cccc(C)c3)CC2)cc1	i	i	i	5.8	i	3.6	i	i	i	i	i
CC(=O)Nc1ccc(S(=O)(=O)c2cc(O)ccc2O)cc1	i	i	i	-1.8	i	3.8	i	i	i	i	i
CSc1nnc(C)c(=O)n1COC(=O)c1ccc(S(=O)(=O)N2CCCC2)cc1	i	i	i	-3.8	i	-0.1	i	i	i	i	i
C=CCNC(=O)c1onc(CSc2ccc(OC)cc2)c1C(=O)O	i	i	i	3.7	i	8.3	i	i	i	i	i
COc1ccc(-c2[nH]ncc2CN(CCO)CC23CC4CC(CC(C4)C2)C3)c(OC)c1	i	i	i	-1.1	i	2.6	i	i	i	i	i
Cc1ccc(OCCCC(=O)Nc2ccc(S(=O)(=O)Nc3cc(C)nc(C)n3)cc2)cc1	i	i	i	4.0	i	4.5	i	i	i	i	i
Cc1cc(NC(=O)CCC(=O)N(CC(=O)NCC2CCCO2)c2ccc(Cl)c(Cl)c2)no1 (stereo unspecified)	i	i	i	-14.0	i	-0.6	i	i	i	i	i
CCCc1nnc(SCC(=O)Nc2nc(C)cs2)n1CCOC	i	i	i	0.4	i	-6.0	i	i	i	i	i
CC(C)c1ccc(CNCCCSc2ncccn2)cc1	i	i	i	-0.5	i	-4.6	i	i	i	i	i
CCCCC(CC)CNC(=O)CCS(=O)(=O)c1cccc2nonc12 (stereo unspecified)	i	i	i	-12.7	i	4.0	i	i	i	i	i
C=CCOc1ccc(/C=N/NC(=O)C(=O)N2CCCCCC2)cc1OC	i	i	i	4.9	i	-0.9	i	i	i	i	i
COc1ccccc1P(=O)(c1ccccc1)c1ccc([N+](=O)[O-])cc1 (stereo unspecified)	i	i	i	2.0	i	10.6	i	i	i	i	i
CC(=O)Nc1ccc(OCC(O)CN2C(C)CCCC2C)cc1 (stereo unspecified)	i	i	i	2.2	i	-10.6	i	i	i	i	i
Cc1cc(C)cc(C(=O)NC(CC(N)=O)c2ccc(NC3CCCCCCC3)c([N+](=O)[O-])c2)c1 (stereo unspecified)	i	i	i	30.7	i	-1.0	i	i	i	i	i
O=C(CCn1c(=O)c2ccccc2n(CC(=O)N2CCN(c3ccccc3)CC2)c1=O)NCc1ccco1	i	i	i	-2.9	i	1.5	i	i	i	i	i
COC(=O)C1(C)Nc2ccccc2C(=O)N1c1ccccc1OC (stereo unspecified)	i	i	i	-4.7	i	-33.5	i	i	i	i	i
O=C(/C=C/c1ccc(S(=O)(=O)N2CCOCC2)cc1)NCc1ccccc1	i	i	i	-2.4	i	4.2	i	i	i	i	i
O=C1CCCC2=C1C(Cc1ccccc1)C1=C(CCCC1=O)O2	i	i	i	5.9	i	3.3	i	i	i	i	i
Cc1ccc(C2CC(=O)N3CN(Cc4ccco4)CSC3=C2C#N)cc1 (stereo unspecified)	i	i	i	-3.1	i	?	i	i	i	i	i
N#C/C(=C/c1ccc(F)cc1)c1nc(CCN2C(=O)c3ccccc3C2=O)cs1	i	i	i	2.6	i	-2.6	i	i	i	i	i
O=[N+]([O-])c1cccc(C(=S)N2CCN(c3ccccc3)CC2)c1	i	i	i	-8.8	i	1.8	i	i	i	i	i
CCOC(=O)C1Sc2[nH]c(=O)sc2C(c2ccc(Cl)cc2)C1C(=O)OCC (stereo unspecified)	i	i	i	4.8	i	1.2	i	i	i	i	i
O=C(/C=C/c1cn(-c2ccccc2)nc1-c1cccs1)NCCN1CCOCC1	i	i	i	-11.2	i	.	i	i	i	i	i
CCN1CCN(c2ccc(S(=O)(=O)N3CCCCC3)cc2NC(=O)/C=C/c2ccc(OC)c(OC)c2)CC1	i	i	i	4.4	i	6.9	i	i	i	i	i
CC1CCCN(C(=O)Nc2ccc(Br)cc2Cl)C1 (stereo unspecified)	i	i	i	-1.4	i	-9.3	i	i	i	i	i
CCCCCn1c(N2CCC(C(N)=O)CC2)nc2c1c(=O)[nH]c(=O)n2C	i	i	i	0.0	i	-2.4	i	.	i	i	i
C=CCN(Cc1nc(-c2ccc(OC)c(OC)c2)oc1C)C1CCS(=O)(=O)C1 (stereo unspecified)	i	i	i	-5.2	i	5.5	i	i	i	i	i
O=C(NCCS(=O)(=O)N1CCc2ccccc2C1)c1ccccc1	i	i	i	-26.2	i	-5.9	i	i	i	i	i
COCCN(CCOC)C(=O)CN1C(=O)NC(Cc2c[nH]c3ccccc23)C1=O (stereo unspecified)	i	i	i	-0.8	i	6.2	i	i	i	i	i
COc1ccccc1CCC(=O)OCC(=O)NC1CCCCC1	i	i	i	3.8	i	-8.9	i	i	i	i	i
Cc1oc2cc3oc(=O)c(CC(=O)NCCCC(=O)O)c(C)c3cc2c1C	i	i	i	5.6	i	8.7	i	i	i	i	i
Cc1cc(/C=N/n2cnnc2)c(C)n1-c1ccc(Cl)cc1Cl	i	i	i	-1.1	i	7.8	i	i	i	i	i
CCN(CC)CCn1c(NCc2ccc(C)o2)nc2ccccc21	i	i	i	-0.2	i	-3.8	i	i	i	i	i
Cc1ccc(C)c(NC(=O)C2CCC(C)(C(=O)O)C2(C)C)c1 (stereo unspecified)	i	i	i	-3.1	i	-3.9	i	i	i	i	i
CC(C)C(NC(=O)c1c(F)cccc1F)C(=O)NC1CC(C)(C)NC(C)(C)C1 (stereo unspecified)	i	i	i	-1.6	i	-1.3	i	i	i	i	i
Cc1c(NC(=O)COC(=O)c2ccc[nH]c2=O)c(=O)n(-c2ccccc2)n1C	i	i	i	3.1	i	2.0	i	i	i	i	i
CCOc1ccccc1NC(=O)c1ccc2[nH]c(C)c(C)c2c1	i	i	i	17.3	i	2.4	i	i	i	i	i
O=C(c1ccc(S(=O)(=O)N2CCCCCC2)cc1)N1CCN(c2ccccn2)CC1	i	i	i	-1.2	i	-4.4	i	i	i	i	i
O=C(O)CCSc1nnc(-c2ccc3c(c2)OCO3)o1	i	i	i	-6.4	i	-3.7	i	i	i	i	i
Cc1cc(C)nc(N/N=C/c2ccc(N3CCOCC3)cc2)n1	i	i	i	-6.5	i	-3.0	i	i	i	i	i
CCOC(=O)c1cnc2ccc(C(=O)OC)cc2c1Nc1ccc2c(c1)OCCO2	i	i	i	3.0	i	4.4	i	i	i	i	i
CC(C)c1ccc(NC(=O)CN2CCN(c3ccccn3)CC2)cc1	i	i	i	-0.8	i	15.1	i	i	i	i	i
Cc1cc(C)nc(SCc2ccc(C(=O)O)o2)n1	i	i	i	2.1	i	-3.7	i	i	i	i	i
COc1cc(NS(=O)(=O)c2ccc3ccccc3c2)c2ncccc2c1	i	i	i	85.0*	i	-0.5	i	i	i	i	i
COc1ccc(Cc2nc3ccccc3c(=O)n2N)cc1OC	i	i	i	-1.8	i	1.7	i	i	i	i	i
CCCCn1c(SCC(=O)c2ccc(O)c(O)c2)nc2ccsc2c1=O	i	i	100*	24.1	i	6.1	i	i	i	i	i
Cc1cc(C)cc(NC(=O)C2CCN(C(=O)c3cccs3)CC2)c1	i	i	i	-3.8	i	-5.2	i	i	i	i	i
CCOC(=O)C1Cc2c([nH]c3ccccc23)CN1 (stereo unspecified)	i	-8.64*	i	2.2	i	-8.2	i	i	i	i	i
COc1ccccc1OCc1ccc(C(=O)Nc2ccc(Cl)cn2)o1	i	i	i	-7.1	i	2.0	i	i	i	i	i
O=C(COC(=O)c1cc(S(=O)(=O)N2CCOCC2)cs1)c1ccccc1	i	i	i	.	i	1.6	i	i	i	i	i
CCc1nc(SCC(=O)N2CCc3cc(OC)c(OC)cc3C2)c(C#N)cc1C	i	i	i	-5.6	i	-3.3	i	i	i	i	i
COc1cc(OC)c(NC(=O)c2ccoc2C)cc1Cl	i	i	i	-5.8	i	2.7	i	i	i	i	i
Cc1ccc(C)c(S(=O)(=O)N2CCCOC2CNC(=O)C(=O)NC2CCCC2)c1 (stereo unspecified)	i	i	i	0.1	i	-8.6	i	i	i	i	i
CCCc1nnc(NC(=O)CCC(=O)N2CCN(CCn3c(C)ccc3C)CC2)s1	i	i	i	0.1	i	5.6	i	i	i	i	i
O=C(NCC1CCCO1)c1cc2cc(F)ccc2[nH]1 (stereo unspecified)	i	i	i	1.5	i	-17.6	i	i	i	i	i
O=C(NC(=S)NCc1ccco1)c1ccccc1	i	i	i	-4.1	i	4.6	i	i	i	i	i
S=C(NCC1CCCO1)NC1CCCCC1 (stereo unspecified)	i	i	i	-1.3	i	-5.1	i	i	i	i	i
Cn1c(=O)c2c(nc(CN3CCN(c4ccccc4)CC3)n2CCN2CCOCC2)n(C)c1=O	i	i	i	6.2	i	-0.8	i	.	i	i	i
Cc1ccc(N(CC(=O)NCc2ccc(Cl)cc2)S(C)(=O)=O)cc1	i	i	i	2.9	i	3.4	i	i	i	i	i
Cc1cccc(-c2c(O)cc(=O)[nH]c2Cl)c1	i	i	i	3.4	i	3.5	i	i	i	i	i

Next results:
SMILES	RGS4 block	TRPC6 inh	TMEM16A inh	SKKanGAS inh	MrgX1 PAM	HDAC3 inh	MrgX1 antagonist	ANO1 activ	MrgX1 ag	RGS4 pot	TRPC6 act
COc1cc(/C=C/[N+](=O)[O-])ccc1OC(=O)/C=C/c1ccc(F)cc1	i	i	i	-11.1	i	6.2	i	i	i	i	i
Cc1cc(C)cc(NC(=O)C(=O)NCCCN2CCOCC2)c1	i	i	i	-2.1	i	-2.5	i	i	i	i	i
Cc1cc(C)nc(NS(=O)(=O)c2ccc(N/C=C/C(=O)c3ccc(Cl)cc3)cc2)n1	i	i	i	4.9	i	.	i	i	i	i	i
CCCCC(=O)Nc1ccc(C(=O)NNC(=S)NC(=O)c2ccccc2[N+](=O)[O-])cc1	i	i	i	3.5	i	3.1	i	i	i	i	i
O=C(c1ccccc1F)N1CCN(c2ccc([N+](=O)[O-])cc2-n2cccc2)CC1	i	i	i	2.6	i	3.0	i	i	i	i	i
